Vif-APOBEC3G blk: inhibitors of Vif-APOBEC3G interaction | Q9HC16 | HeLa A3G-eYFP + Vif (tagged APOBEC3G with the HIV-1 protein that degrades it), YFP fluorescence, overnight | Potency, µM (top dose mostly 46.1 µM), for inactives: top-dose activity, negative = active, actives largely listed as inhibitors | 410,000 compounds, 0.076% hits | AID 602310;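 note: potency is the fitted concentration of half-maximal effect; % is set by controls: 0 for no effect and ±100 for the full control effect; nearly all actives have a fitted effect of over 60% in size; hits raise eYFP signal because A3G escapes Vif-driven loss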
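HeLa cells stably expressing Vif and C-terminally eYFP-tagged A3G, seeded overnight at 37 deg C, then exposed to compound by pintool overnight at 37 deg C. Rise in yellow fluorescence (Ex 488/Em 500-530, Acumen) marks blocked Vif-driven A3G degradation.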
LDHA block: LDHA (human) enzyme inhibition | 480,000 compounds, 0.15% hits | purified LDHA, NADH/diaphorase-resazurin fluorescence; active compounds read low | activity change, % (values are at about 110 or 230 µM) | P00338; in the data active = activity change below about -30%; inconclusive = mostly about -25% to -30%;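 note: plate controls were DMSO wells for no effect and wells without enzyme for full effect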
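Human LDH5 at 2 nM final in Tris HCl pH 7.4 with 0.06 mM NADH and 0.2 mM pyruvate, reacted 5 minutes at room temperature. Remaining NADH coupled via diaphorase/resazurin; resorufin fluorescence read at 0 and 20 minutes, normalized to enzyme-free and DMSO wells.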
D1 ag: human D1 receptor agonism; P21728; HEK293 T-REx D1 cells, calcium flux, agonist mode; activation, % at 2 µM; 360,000 compounds, 1% hits; AID 504660; in the data active = activation above about 30%; note: 0% is about no effect
Target sequence (P21728 whole entry, looked up): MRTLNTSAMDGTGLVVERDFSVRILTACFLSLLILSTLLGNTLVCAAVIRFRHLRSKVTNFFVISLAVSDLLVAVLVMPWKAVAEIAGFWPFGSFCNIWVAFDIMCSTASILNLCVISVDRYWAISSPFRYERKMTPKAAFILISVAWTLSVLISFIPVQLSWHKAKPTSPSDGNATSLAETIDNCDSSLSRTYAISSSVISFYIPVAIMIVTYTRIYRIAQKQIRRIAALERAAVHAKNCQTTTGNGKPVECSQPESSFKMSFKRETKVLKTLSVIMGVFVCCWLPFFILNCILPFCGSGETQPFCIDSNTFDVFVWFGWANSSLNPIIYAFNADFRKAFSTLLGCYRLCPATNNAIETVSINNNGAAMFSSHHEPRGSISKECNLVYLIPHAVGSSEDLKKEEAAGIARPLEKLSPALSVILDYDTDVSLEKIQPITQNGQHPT
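Inducible HEK293 T-REx D1 cells, force-coupled to calcium signalling, were plated at 4000 cells/well with tetracycline and held overnight at 30 C. After no-wash calcium dye loading, compound-evoked calcium rise over 180 s flagged agonists.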
D2 potentiator: positively modulates the human D2 dopamine receptor allosterically; P14416; HEK293 T-REx D2, calcium flux, EC20 dopamine potentiation; potentiation, % at 10 µM; 340,000 compounds, 0.34% hits; AID 485347;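 active = potentiation over 3 SD above the plate norm, cut at about 30% in these data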; note: 0% is about no effect
Target sequence (P14416 whole entry, looked up): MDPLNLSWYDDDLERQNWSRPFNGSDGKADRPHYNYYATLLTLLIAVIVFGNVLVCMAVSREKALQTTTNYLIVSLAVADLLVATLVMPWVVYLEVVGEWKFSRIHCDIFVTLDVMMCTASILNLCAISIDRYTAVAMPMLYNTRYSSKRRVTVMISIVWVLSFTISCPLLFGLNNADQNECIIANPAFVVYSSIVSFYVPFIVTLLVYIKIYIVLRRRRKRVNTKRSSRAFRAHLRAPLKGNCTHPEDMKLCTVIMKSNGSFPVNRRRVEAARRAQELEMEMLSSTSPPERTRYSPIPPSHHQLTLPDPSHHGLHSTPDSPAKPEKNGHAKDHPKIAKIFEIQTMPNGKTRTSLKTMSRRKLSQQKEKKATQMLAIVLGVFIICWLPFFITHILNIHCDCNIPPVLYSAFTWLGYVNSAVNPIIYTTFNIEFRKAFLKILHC
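Tetracycline-induced HEK293 T-REx cells force-coupled to calcium signalling expressed D2; compounds were pin-added after a 10 s baseline, read kinetically 180 s, then an EC20 dopamine challenge followed with a further 180 s calcium read.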
D1 antag: blocks dopamine activation of the human D1 receptor. P21728. HEK293 TREx D1 cells, calcium flux, dopamine EC80; active compounds read low. activity change, negative = inhibition, % at 10 µM. 360,000 compounds, 3.2% hits. AID 504652; in the data active = activity change below about -30%; note: % is set by controls: 0 for no effect and ±100 for the full control effect
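Calcium flux readout: force-coupled, inducible Hek293 Trex D1 line, cells induced overnight at 30 C with tetracycline, dye-loaded 30–90 min at RT. Antagonism scored against EC80 dopamine challenge given 180 s after compound.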
Glioma ERSR ind: ER stress response induction in glioma; Potency, µM, without a hit: top-dose activation, usual class: activators; 420,000 compounds, 0.02% hits; U87-MG GRP78 promoter luciferase reporter, 16 h; note: potency is the fitted concentration of half-maximal effect; series mostly up to about 76 µM; % of control where 0% means no effect; nearly all actives have a fitted effect of over 35% in size
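Stably transfected U87-MG glioma cells carrying a GRP78-based luciferase sensor; 16 h compound incubation. Luminescence end-point read 10 min after Bright-Glo addition at room temperature.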
D1 potentiator: enhances dopamine response at the human D1 receptor. P21728. HEK293 TREx D1 cells, calcium flux, dopamine EC20 potentiation. potentiation, % at 10 µM. 360,000 compounds, 0.036% hits; in the data active = potentiation above about 30%; note: 0% is about no effect
Vif-APOBEC3F blk: Vif-A3F binding inhibition; HeLa A3F-eYFP + Vif (tagged APOBEC3F with the HIV-1 protein that degrades it), YFP fluorescence increase; Potency, µM (top dose mostly 46.1 µM), inactives show top-dose activity, negative = active; 390,000 compounds, 0.2% hits; note: potency is the fitted concentration of half-maximal effect; % of control where 0% means no effect; nearly all actives have a fitted effect of over 65% in size
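HeLa cells stably expressing A3F-eYFP plus Vif, plated and incubated overnight at 37 deg C, then exposed to compounds overnight at 37 deg C. Blocked degradation read as raised yellow fluorescence (Ex 488/Em 500-530).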
RXFP1 ag: activates the human relaxin receptor RXFP1. Q9HBX9. HEK293T-RXFP1 cAMP TR-FRET, 30 min; response scale: percent of porcine relaxin response, buffer zero. Potency, µM (top dose mostly 57.5 µM), inactives show at the highest dose activation, actives largely listed as activators. 370,000 compounds, 0.3% hits. AID 2676; note: potency is the fitted concentration of half-maximal effect; % is set by controls: 0 for no effect and ±100 for the full control effect; nearly all actives have a fitted effect of over 60% in size; many of its hits are not listed in these tables
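HEK293T cells stably expressing RXFP1 were pretreated with the PDE4 inhibitor Ro 20174, exposed to compounds for 30 min at 37C, lysed, and cAMP was read by TR-FRET. Data normalized to buffer (basal) and 29 nM porcine relaxin (100%).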
Numbers without * were called inactive. Unless noted, calls come from the whole dose curve; as a rule, active = well fitted curve in the direction sought with a large enough effect; inconclusive = small, poorly fitted or top-dose-only effect, or another doubt; inactive = no such curve, though single readings can be large; an effect the other way counts as inactive or inconclusive. The list is partial (hit frequency here may not be typical).

`Cc1cccc(NC(=O)CN(C)S(=O)(=O)c2cccc3cccnc23)c1C` gave Vif-APOBEC3G blk -4%, LDHA block -1, D1 ag 3, D2 potentiator -5, D1 antag -2, Glioma ERSR ind -1%, D1 potentiator 3, Vif-APOBEC3F blk 5% and RXFP1 ag 5.0%.
`Cc1cc(C)c(OCC(=O)OCC(=O)NC2CCC(C)CC2)c(C)c1` (centres undefined) gave Vif-APOBEC3G blk -2%, LDHA block -4, D1 ag 3, D2 potentiator 5, D1 antag 31, Glioma ERSR ind 1%, D1 potentiator -7, Vif-APOBEC3F blk 6% and RXFP1 ag 0.7%.
`COc1ccc(NC(C)=O)cc1NC(=O)c1c(C)noc1C` gave Vif-APOBEC3G blk 2%, LDHA block -3, Glioma ERSR ind 3% and Vif-APOBEC3F blk 7%.
CN(C)c1nc(N)nc(-c2cccnc2)n1 was read as Vif-APOBEC3G blk 2%, LDHA block -3, D1 ag 1, D2 potentiator -3, D1 antag 1, Glioma ERSR ind -1%, D1 potentiator 1, Vif-APOBEC3F blk 4% and RXFP1 ag 3.5%.
For CC(=O)Nc1ccc(OCC(O)Cn2ccnc2C)cc1 (centres undefined) the results were Vif-APOBEC3G blk 2%, LDHA block -1, D1 ag 2, D2 potentiator -4, D1 antag 5, Glioma ERSR ind -4%, D1 potentiator 12, Vif-APOBEC3F blk -10% and RXFP1 ag 1.9%.
Screening C1=C(CCNc2ncnc3c2cnn3-c2ccccc2)CCCC1 returned Vif-APOBEC3G blk -3%, LDHA block -2, D1 ag 5, D2 potentiator 11, D1 antag -11, Glioma ERSR ind 7%, D1 potentiator 0, Vif-APOBEC3F blk -1% and RXFP1 ag 0.5%.
`COCCNC(=O)c1ccccc1-c1ccccc1C(=O)O` gave Vif-APOBEC3G blk 0%, LDHA block -7, D1 ag 1, D2 potentiator -6, D1 antag -10, Glioma ERSR ind -4%, D1 potentiator -5, Vif-APOBEC3F blk 5% and RXFP1 ag 1.7%.
For CCOc1ccccc1NC(=O)CSc1ccc2nnc(CCNS(=O)(=O)c3ccccc3)n2n1 the results were Vif-APOBEC3G blk 2%, LDHA block 5, D1 ag 6, D2 potentiator 1, D1 antag -4, Glioma ERSR ind 0%, D1 potentiator -4, Vif-APOBEC3F blk 3% and RXFP1 ag 1.6%.
Screening Nc1cc(OC(=O)c2c(F)cccc2Cl)nn1S(=O)(=O)c1ccccc1 returned Vif-APOBEC3G blk -24%, LDHA block -8, D1 ag 4, D2 potentiator 2, D1 antag 6, Glioma ERSR ind -7%, D1 potentiator 0, Vif-APOBEC3F blk 10% and RXFP1 ag -1.0%.
`O=C1N/C(=N\N=C\c2cccs2)SC1Cc1cccc(Cl)c1` (centres undefined) gave Vif-APOBEC3G blk inconclusive, LDHA block -12, D1 ag 2, D2 potentiator 9, D1 antag 2, Glioma ERSR ind -3%, D1 potentiator -8, Vif-APOBEC3F blk -6% and RXFP1 ag -1.1%.
For CN(C)CCCNC(=S)Nc1ccc(Oc2ccccc2)cc1 the results were Vif-APOBEC3G blk 3%, LDHA block -3, D1 ag 12, D2 potentiator -19, D1 antag -22, Glioma ERSR ind -2%, D1 potentiator -9, Vif-APOBEC3F blk 2% and RXFP1 ag -0.9%.
NS(=O)(=O)c1cc(C(=O)N2CCc3ccccc32)c(Cl)cc1Cl was read as Vif-APOBEC3G blk 2%, LDHA block 0, D1 ag 3, D2 potentiator 5, D1 antag -24, Glioma ERSR ind 3%, D1 potentiator -9, Vif-APOBEC3F blk 1% and RXFP1 ag 0.6%.
`Cc1oc(-c2ccc(C(=O)Nc3cc(F)ccc3F)cc2)nc1COc1ccccc1` gave Vif-APOBEC3G blk 1%, LDHA block -5, D1 ag 0, D2 potentiator -3, D1 antag 8, Glioma ERSR ind -3%, D1 potentiator 1, Vif-APOBEC3F blk 0% and RXFP1 ag 10%.
For COc1ccc(Cc2nnc(NC(=O)c3ccccc3)s2)cc1OC the results were Vif-APOBEC3G blk 1%, LDHA block -10, D1 ag 7, D2 potentiator -6, D1 antag 8, Glioma ERSR ind 0%, D1 potentiator 1, Vif-APOBEC3F blk -2% and RXFP1 ag 3.3%.
CCOC(=O)c1csc(NC(=O)CSc2nnnn2-c2ccc(OC)cc2)n1 was read as Vif-APOBEC3G blk -3%, LDHA block 1, D1 ag 8, D2 potentiator -6, D1 antag 1, Glioma ERSR ind -2%, D1 potentiator -2, Vif-APOBEC3F blk 0% and RXFP1 ag -1.6%.
Cc1ccc(OCC(=O)Nc2ccc(Cl)c(-c3nc4ncccc4o3)c2)cc1C was read as Vif-APOBEC3G blk -3%, LDHA block -1, D1 ag 7, D2 potentiator -6, D1 antag 2, Glioma ERSR ind -5%, D1 potentiator -3, Vif-APOBEC3F blk 11% and RXFP1 ag -1.6%.
Screening N#C/C(=C/c1ccc(N2CCCCC2)o1)C(=O)Nc1ccc2ccccc2c1 returned Vif-APOBEC3G blk 9%, LDHA block 0, D1 ag 313*, D2 potentiator -15, D1 antag -38*, Glioma ERSR ind -2%, D1 potentiator -8, Vif-APOBEC3F blk -6% and RXFP1 ag -0.9%.
For CC(Sc1ccccc1)C(=O)N/N=C/c1cccnc1 (centres undefined) the results were Vif-APOBEC3G blk -7%, LDHA block -8, D1 ag 5, D2 potentiator 6, D1 antag -10, Glioma ERSR ind -4%, D1 potentiator -3, Vif-APOBEC3F blk 4% and RXFP1 ag -0.7%.
`O=C(COC(=O)/C=C/c1cccc(F)c1)Nc1cccc(S(=O)(=O)NC2=NCCCCC2)c1` gave Vif-APOBEC3G blk 6%, LDHA block -5, Glioma ERSR ind -5% and Vif-APOBEC3F blk -5%.
`CCc1ccc(-n2c(=O)c3c4c(sc3n(CC(=O)c3ccc(Cl)cc3)c2=O)CCC4)cc1` gave Vif-APOBEC3G blk 1%, LDHA block -5, D1 ag 1, D2 potentiator 2, D1 antag 3, Glioma ERSR ind -3%, D1 potentiator 3, Vif-APOBEC3F blk -2% and RXFP1 ag 5.9%.
`CC(CNC(=O)c1cc(Cl)ccc1[N+](=O)[O-])NC(=O)c1cc(Cl)ccc1[N+](=O)[O-]` (centres undefined) gave Vif-APOBEC3G blk 0%, LDHA block -11, D1 ag -1, D2 potentiator 0, D1 antag 15, Glioma ERSR ind -18%, D1 potentiator 5, Vif-APOBEC3F blk -9% and RXFP1 ag 0.6%.
COCCCNCCOc1cc(C(C)C)ccc1C was read as Vif-APOBEC3G blk 2%, LDHA block -11, D1 ag 4, D2 potentiator -13, D1 antag 1, Glioma ERSR ind -1%, D1 potentiator -2, Vif-APOBEC3F blk 0% and RXFP1 ag 2.2%.
Screening O=C(Nc1nonc1-c1ccc(Cl)cc1)c1ccccc1 returned Vif-APOBEC3G blk -3%, LDHA block 4, D1 ag 1, D2 potentiator 14, D1 antag -29, Glioma ERSR ind -3%, D1 potentiator -9, Vif-APOBEC3F blk -16% and RXFP1 ag 6.4%.
COc1ccc(CCNc2nc(SCc3ccc(F)cc3)nc3ccccc23)cc1OC was read as Vif-APOBEC3G blk 5%, LDHA block -2, D1 ag 7, D2 potentiator 7, D1 antag 8, Glioma ERSR ind -3%, D1 potentiator -2, Vif-APOBEC3F blk -27% and RXFP1 ag 0.8%.
Screening CC(NC(=O)CCNC(=O)c1ccc(C(C)(C)C)cc1)c1ccccc1 (centres undefined) returned Vif-APOBEC3G blk 1%, LDHA block -6, Glioma ERSR ind -4% and Vif-APOBEC3F blk -10%.
`Cc1ccc(-n2nc(C(=O)O)cc2-c2ccccc2)cc1` gave Vif-APOBEC3G blk -1%, LDHA block -2, D1 ag 1, D2 potentiator 18, D1 antag 3, Glioma ERSR ind -6%, D1 potentiator -3, Vif-APOBEC3F blk -1% and RXFP1 ag -0.8%.
Screening Cc1cc(NS(=O)(=O)c2ccc(NC(=O)C(C)Oc3cccc(C)c3C)cc2)nc(C)n1 (centres undefined) returned Vif-APOBEC3G blk -1%, LDHA block -5, D1 ag 1, D2 potentiator 3, D1 antag 2, Glioma ERSR ind -5%, D1 potentiator -2, Vif-APOBEC3F blk 3% and RXFP1 ag -0.7%.
`COc1cc(C(=O)Nc2cccc(-c3nc4cc(C)cc(C)c4o3)c2)cc(OC)c1OC` gave Vif-APOBEC3G blk 1%, LDHA block -4, D1 ag 3, D2 potentiator 2, D1 antag -4, Glioma ERSR ind -3%, D1 potentiator -8, Vif-APOBEC3F blk -5% and RXFP1 ag 1.9%.
`CC1(C)c2[nH]c3ccccc3c2C[C@H]2C(=O)N(Cc3ccccc3F)C(=O)N21` gave Vif-APOBEC3G blk 2%, LDHA block -4, Glioma ERSR ind -5% and Vif-APOBEC3F blk -25%.
Screening O=C1CCCN1CCC(=O)N1CCCC(N2CCN(c3ccccc3F)CC2)C1 (centres undefined) returned Vif-APOBEC3G blk 0%, LDHA block -2, D1 ag 2, D2 potentiator 3, D1 antag 7, Glioma ERSR ind -4%, D1 potentiator 5, Vif-APOBEC3F blk 1% and RXFP1 ag -3.8%.
CCOC(=O)CNC(=O)N1CCCC(C(=O)c2ccc3c(c2)OCO3)C1 (centres undefined) was read as Vif-APOBEC3G blk 2%, LDHA block 1, D1 ag 0, D2 potentiator -1, D1 antag -17, Glioma ERSR ind 1%, D1 potentiator 4, Vif-APOBEC3F blk -13% and RXFP1 ag 0.0%.
Screening CSCCC(NS(=O)(=O)c1ccc(C)cc1)C(=O)Nc1ccc(C)cn1 (centres undefined) returned Vif-APOBEC3G blk 1%, LDHA block -7, D1 ag 0, D2 potentiator 2, D1 antag -1, Glioma ERSR ind -2%, D1 potentiator 1, Vif-APOBEC3F blk inconclusive and RXFP1 ag -0.7%.
For COc1cc(CN(C(=O)c2ccc(Cl)cc2)C2CCS(=O)(=O)C2)cc(OC)c1OC (centres undefined) the results were Vif-APOBEC3G blk -7%, LDHA block -1, D1 ag 4, D2 potentiator 3, D1 antag 11, Glioma ERSR ind -3%, D1 potentiator -1, Vif-APOBEC3F blk 5% and RXFP1 ag 1.1%.
